IL1B secr inh = blocks inflammasome-driven IL-1 beta release. activity change, % at 57.5 µM. 360,000 tested, 4.7% active. THP-1 LPS/ATP IL-1B secretion, AlphaLISA, 16 h; active compounds read low; in the data active = activity change below about -50%; inconclusive = mostly about -30% to -49%; also: % is scaled to controls: 0 for no effect and ±100 for the full control effect
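THP-1 cells pretreated 1 hr with compounds (up to 57.5 uM final), then stimulated with LPS (250 ng/mL final) plus ATP (1.25 mM final); secreted IL-1B measured by AlphaLISA after 16 hr, decreased signal indicating inhibition.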
MCF10A rereplic = induces DNA re-replication in MCF 10a normal breast cells; MCF 10A DNA re-replication, Hoechst nuclear intensity, 48 h; Potency, µM (titrated, usually from 46.1 µM), inactives show top-dose activity, positive = re-replication, hits mostly activators; 350,000 tested, 2.9% active; also: potency is read from the fitted curve at half-maximal effect; % of control where 0% means no effect; nearly all actives have a fitted effect of over 50% in size
S2 tox = reduces viability in counter-screen for ATXN expression inhibitors; Potency, µM (series often up to 56.7 µM), actives largely listed as cytotoxic; S2 cells (HEK-293 line with an ATXN2-luciferase reporter) viability, CellTiter-Fluor protease fluorescence, 24 h; 400,000 tested, 0.49% active; AID 651635; also: potency is read from the fitted curve at half-maximal effect; nearly all actives have a fitted effect of over 40% in size
HepG2 viability = counter-screen for TGF-b inhibitors: cytotoxicity in HepG2 cells | Potency, µM (top dose mostly 46.1 µM), without a hit: at the top dose activity change, negative = cytotoxicity, most hits filed as cytotoxic | HepG2 CAGA-GFP viability, ATP luminescence, 18 h | 410,000 tested, 0.76% active | AID 588856; also: potency is read from the fitted curve at half-maximal effect; some results filed as inactive show a strong effect at the top dose
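HepG2 CAGA-GFP cells (1000/well, DMEM with 1% FBS) received compound, then TGF-beta at 500 pg/mL final, and were incubated 18 hours at 37 degrees C. Viability was read by CellTiter-Glo luminescence. Media-only wells were set as complete cell-killing and DMSO as no toxicity.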
HT1080-NT tox = kills 2HG-producing HT-1080-NT fibrosarcoma cells | HT-1080-NT fibrosarcoma viability, CellTiter-Glo ATP luminescence, 48 h | Potency, µM (titrated, usually from 46.1 µM), for the others: at the top dose activity, negative = less viability, hits mostly cytotoxic | 360,000 tested, 1.6% active | AID 686970;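 also: NT is the 2HG producing partner of a matched IDH1 knockdown line; potency is read from the fitted curve at half-maximal effect; 0% = DMSO-treated cells and -100% = media-only wells without cells; nearly all actives have a fitted effect of over 55% in size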
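HT-1080-NT; 750 cells/well; 5% FBS RPMI; 48 h compound, 37 degrees C; CellTiter-Glo luminescence; curve fitting and curve-class assignment.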
SW480 rereplic = inducers of DNA re-replication in SW480 colon cancer cells; SW480 DNA re-replication, Hoechst DNA content imaging, 48 h; Potency, µM (series often up to 46.1 µM), without a hit: top-dose re-replication activation, hits mostly activators; 340,000 tested, 1.8% active; also: potency is read from the fitted curve at half-maximal effect; % of control where 0% means no effect; nearly all actives have a fitted effect of over 55% in size
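Quantitative HTS format with DMSO vehicle controls; 48 hr drug incubation at 37 C, then 40 min Hoechst staining and scanning imager measurement at 405 nm excitation.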
KB-3-1 cytotox = KB-3-1 parental cell cytotoxicity | KB-3-1 viability, CellTiter-Glo ATP luminescence, 72 h | Potency, µM (series often up to 46.1 µM), for the others: at the highest dose activity change, negative = cytotoxic, most hits filed as cytotoxic | 400,000 tested, 1.4% active | AID 1347075; also: potency is read from the fitted curve at half-maximal effect; % is scaled to controls: 0 for no effect and ±100 for the full control effect; nearly all actives have a fitted effect of over 60% in size
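72 h, 37 °C compound treatment of KB-3-1 parental cells; CellTiter-Glo added, 10 min, luminescence read. Data corrected against DMSO-only plates and normalized before curve fitting.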
HT1080 IDH1KD tx = kills HT-1080 cells with IDH1 knockdown; AID 686971; HT-1080 IDH1 knockdown viability, ATP luminescence, 48 h; Potency, µM (series often up to 46.1 µM), inactives show top-dose activity, negative = toxicity, most hits filed as cytotoxic; 360,000 tested, 2% active;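 also: potency is read from the fitted curve at half-maximal effect; 0% = DMSO wells and -100% = cell-free medium wells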
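Using the IDH1-knockdown HT-1080 line run in the same batch and compound series as the NT line, viability after 48 h at 37 °C was determined by CellTiter-Glo luminescence and expressed as % activity.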
ATXN2 expr inh = reduces ATXN2 reporter expression in HEK-293 cells | HEK-293 ATXN2-luciferase reporter, luminescence, 24 h | Potency, µM (series often up to 57 µM), inactives show at the top dose activity change, negative = inhibition, hits mostly inhibitors | 360,000 tested, 0.72% active | AID 1745845; also: potency is read from the fitted curve at half-maximal effect; % is scaled to controls: 0 for no effect and ±100 for the full control effect; nearly all actives have a fitted effect of over 55% in size
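ATXN2-luciferase reporter cells (luciferase flanked by upstream and downstream ATXN2 gene portions) were treated 24 h at 37 °C with compounds at up to 57 uM. SteadyGlo luminescence gave expression; GF-AFC fluorescence gave viability.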
* marks the source's active call; other numbers are inactive results; i = inactive; u = inconclusive; x = no result given; [ ] = another dose, or the depositor's remark. Unless noted, calls follow the shape of the dose curve; as a rule, active = well fitted curve in the direction sought with a large enough effect; inconclusive = small, poorly fitted or top-dose-only effect, or another doubt; inactive = no such curve, though single readings can be large; an effect the other way counts as inactive or inconclusive.

SMILES	IL1B secr inh	MCF10A rereplic	S2 tox	HepG2 viability	HT1080-NT tox	SW480 rereplic	KB-3-1 cytotox	HT1080 IDH1KD tx	ATXN2 expr inh
CCN(Cc1ccccc1)C(=O)c1cc(S(=O)(=O)N2CCOCC2)cn1C	-9	3%	i	-11%	0%	-3%	-21%	6%	-22%
COC(=O)c1sccc1NC(=O)c1cc2c(s1)CCCC2	11	u	u	-17%	-9%	19%	-7%	-11%	43%[activator]
CCCCNC(=O)Cn1c(-c2ccc(OC)cc2)noc1=O	-14	1%	i	-5%	3%[9.24 µM]	-3%	0%	-3%	2%
O=C(NCc1ccc(F)cc1)N1CCN(C(=O)c2ccccc2)CC1	-4	-3%	i	-20%	1%	9%	1%	2%	x
C1CC2CN(c3nc4nonc4nc3N3CCSCC3)CCN2C1 (stereo unspecified)	20	-31%[inhibitor]	i	0%	-2%	-29%	1%	-2%	-21%
CN(C)c1ccc(/C=N\Nc2nc(-c3ccccc3)cc(=O)[nH]2)cc1	-15	4%	i	-5%	-5%	-1%	15%	1%	-24%
CC(C)NC(=O)c1ccc(NC(=O)CC2SC(N3CCCCC3)=NC2=O)cc1 (stereo unspecified)	3	18%	i	-1%	-6%[9.24 µM]	-1%	1%	0%	-5%
CCOC(=O)c1cnc2c(OC)cccc2c1N1CC(C)CC(C)C1 (stereo unspecified)	45	u	u	-54%	1%	136%	-14%	0%	x
COc1ccc(C2=NN(c3ccccc3)C(c3cccs3)C2)cc1 (stereo unspecified)	6	3.3µM*	x	9%	7%	u	-13%	0%	1%[11.3 µM]
CCCn1nnc(NC(=O)C(c2ccccc2)c2ccccc2)n1	-8	-1%	i	0%	2%	1%	0%	5%	-2%
COc1ccc(C(C)=O)cc1Cn1c(C)c(C(=O)NC2CC2)sc1=O	-8	x	i	-1%	10%	x	16%	7%	6%
Cc1ccc(C)c(S(=O)(=O)c2c(C)cc(C)nc2Cl)c1	23	-1%	i	4%	3%	-3%	-12%	-9%	0%
CN=Cc1nc(-c2ccccc2)oc1O	-13	-1%	i	-13%	-5%	-6%	-13%	-10%	18%
CN(CC(=O)NNC(=O)c1cccnc1)S(=O)(=O)c1cc(Cl)ccc1Cl	13	u	i	-9%	11%	3%	1%	-7%	3%
COCC(C)NS(=O)(=O)c1ccc(NC(=O)C(Cc2ccccc2)NC(N)=O)cc1 (stereo unspecified)	52	7%	i	4%	10%	-8%	0%	12%	4%
COc1ccc([C@@H]2Sc3ccccc3NC(=O)[C@@H]2O)cc1	5	u	u	-18%	u	u	u	u	u
Cc1cccc(-c2noc(CN(C(=O)c3ccc(Br)o3)C(C)C)n2)c1	-5	u	i	4%	-2%	-2%	9%	0%	-4%
COc1cc(CNc2ccc3[nH]c(=O)[nH]c3c2)ccc1OCc1ccc(C)cc1	u	7%	u	-56%	-16%	7%	-16%	u	-1%
CCCc1cc(=O)oc2cc(OCC(=O)NCc3ccccn3)ccc12	-7	4%	u	11%	3%	-13%	1%	3%	x
COc1cccc(NC(=O)Cc2ccc(NC(=O)N3CCCCc4ccccc43)cc2)c1	x	x	i	-3%	x	x	-1%	x	-3%
COC(=O)c1cn(-c2ccccc2)nc1-c1ccc(OC)c(OC)c1	11	4%	u	-4%	-1%	7%	-5%	4%	x
COCCCNC(=S)Nc1cccc(SC)c1	25	7%	i	-4%	-8%	-24%	-8%	8%	23%
CCCCN(C(=O)c1ccc(Cl)cc1)C1CC2CCC(C1)N2C (stereo unspecified)	-20	0%	i	-16%	-22%	1%	-4%	-20%	-6%
COc1ccc(CCc2cc(OC)cc(=O)o2)cc1	-17	-1%	i	-13%	4%	-5%	7%	5%	17%
COc1ccc(CCNC(=O)CSc2ccccn2)cc1OC	0	-7%	i	4%	0%	u	-23%	17%	x

(listing goes on)
SMILES	IL1B secr inh	MCF10A rereplic	S2 tox	HepG2 viability	HT1080-NT tox	SW480 rereplic	KB-3-1 cytotox	HT1080 IDH1KD tx	ATXN2 expr inh
Cn1nc(C(F)(F)F)c(-c2ccccc2)c1NC(=O)c1nccnc1C(=O)O	7	-3%	i	-10%	5%	-3%	-6%	7%	10%
Cc1ccc(OCCSc2ncccn2)c(C)c1	-10	14%	i	-10%	7%	-7%	u	3%	99%[activator][11.3 µM]
COc1ccccc1OCCn1nc2ccccc2c1OC	-15	x	x	x	14%	x	1%	7%	x
CCCCc1c(O)nc(SCC(=O)Nc2ccc3c(c2)CCC3)[nH]c1=O	11	3%	i	-3%	0%	-5%	0%	7%[9.24 µM]	2%
CN(c1cccc(Cl)c1)S(=O)(=O)c1cccc(C(=O)Nc2ccc3c(c2)CCC3)c1	1	19%	i	-6%	-11%	u	-21%	-18%	5%
CC1CCCN(C(=O)COC(=O)CSc2ccc(C(N)=O)cc2[N+](=O)[O-])C1 (stereo unspecified)	0	-26%	i	-8%	4%	-33%[inhibitor]	-6%	-6%	16%
COc1ccc(-c2csc3ncnc(Oc4ccc5c(C)cc(=O)oc5c4)c23)cc1	i	-5%	i	-5%	-4%	1%	-1%	4%	1%
O=P(O)(O)c1cc(-c2ccccc2)oc1-c1ccccc1	-26	3%	i	-15%	22%	-5%	26%	8%	-7%
Cc1cc(NC(=O)c2cccs2)ncc1NC(=O)C(C)(C)C	-5	-7%	i	2%	-9%	-11%	8%	-2%	u
Cc1nnc(Nc2ccc(O)cc2)[nH]c1=O	-11	14%	i	5%	16%	-16%	-4%	1%	-8%
COc1cc(/C=N/Nc2nc(C)cc(=O)[nH]2)ccc1OC(=O)c1cccnc1	1	-2%	i	2%	-6%	-13%	-2%	0%	4%
Cc1cc(C(=O)O)ccc1[N+](=O)[O-]	-17	0%	i	-4%	0%	18%	0%	15%	-11%
COc1ccc(Cn2c(CCC(=O)Nc3cccc(Cl)c3)nc3cccnc32)cc1	x	x	i	-21%	x	x	-2%	x	-17%
COc1cc(C(=O)O[C@H]2CC(C)=CC[C@@]3(C)CC[C@@](O)(C(C)C)[C@H]23)ccc1O	46	-17%	u	-148%	1%	4%	11%	1%	x
CCn1c(SCC(=O)Nc2nccs2)nnc1-c1ccco1	15	1%	i	20%	-3%	-9%	-8%	7%	x
COc1cccc(NC(=O)COc2ncnc3sc(C)c(C)c23)c1	9	-4%	i	-15%	-1%	-9%	10%	-2%	2%
CCc1ccc(-n2c(O)cnc2Nc2nc(C)cc(C)n2)cc1	-2	8%	i	12%	1%	0%	-2%	15%	-3%
CN1CCN(C(=O)CN2C(=O)CC(C)(C)S(=O)(=O)c3ccccc32)CC1	0	4%	i	12%	3%	-1%	3%	6%	0%
CC(C)(C)c1ccc(OCCCC(=O)NNC(=O)c2ccccc2O)cc1	55	u	i	-14%	u	u	u	u	u
O=C(CCSCc1cccc(F)c1)NCc1ccccc1	x	x	i	-21%	x	x	-4%	x	8%
C/C(=N\NC(=O)c1c[nH]c2ccccc12)c1ccc2c(c1)OCO2	7	2%	i	0%	0%	-10%	-3%	3%	x
Cc1ccc(NS(=O)(=O)c2ccc3c(c2)oc(=O)n3C)cc1F	-1	1%	u	-15%	0%	-2%	u	-6%	-10%
C#C[C@]1(OC(C)=O)CCC2C3CCC4=CC(=O)CC[C@@H]4C3CC[C@@]21C (stereo partly specified)	5	10%	u	-29%	0%	-2%	u	-2%	u
Cc1ccccc1C(=O)Nc1c(-c2cccs2)c(=O)c2ccccc2n1C	14	1%	i	8%	-2%	14%	-2%	-2%	x
Cc1ccc(S(=O)(=O)N2CCc3cc(C(=O)Nc4c(C)cccc4C(C)C)ccc32)cc1	x	x	u	1%	x	x	-2%	x	0%
O=C(c1ccco1)N1CCN(Cc2cc(=O)c(OCc3cccc(F)c3)co2)CC1	16	0%	i	-8%	6%	-291%[inhibitor]	14%	-1%	4%
Cn1c(=O)cc(SCC(=O)NCc2cccnc2)c2ccccc21	-7	0%	i	1%	11%	-12%	0%	7%	9%
Cc1cc(C)c(S(=O)(=O)NCC(=O)O)cc1C	0	-7%	i	-8%	6%	-11%	2%	-1%	7%
Nc1c(N2CCCCC2)c(=O)[nH]c(=O)n1-c1ccccc1	-4	u	i	1%	-2%	-10%	13%	0%	-1%

Complete entries, looked up by structure.
Entry for Cn1c(=O)cc(SCC(=O)NCc2cccnc2)c2ccccc21 = IL1B secr inh = -7; MCF10A rereplic = 0%; S2 tox = i; HepG2 viability = 1%; HT1080-NT tox = 11%; SW480 rereplic = -12%; KB-3-1 cytotox = 0%; HT1080 IDH1KD tx = 7%; ATXN2 expr inh = 9%
Entry for CN1CCN(C(=O)CN2C(=O)CC(C)(C)S(=O)(=O)c3ccccc32)CC1 = IL1B secr inh = 0; MCF10A rereplic = 4%; S2 tox = i; HepG2 viability = 12%; HT1080-NT tox = 3%; SW480 rereplic = -1%; KB-3-1 cytotox = 3%; HT1080 IDH1KD tx = 6%; ATXN2 expr inh = 0%
Entry for Cc1ccc(NS(=O)(=O)c2ccc3c(c2)oc(=O)n3C)cc1F = IL1B secr inh = -1; MCF10A rereplic = 1%; S2 tox = u; HepG2 viability = -15%; HT1080-NT tox = 0%; SW480 rereplic = -2%; KB-3-1 cytotox = u; HT1080 IDH1KD tx = -6%; ATXN2 expr inh = -10%

Three compounds out of the list, sorted by molecular weight, high to low:
SMILES	IL1B secr inh	MCF10A rereplic	S2 tox	HepG2 viability	HT1080-NT tox	SW480 rereplic	KB-3-1 cytotox	HT1080 IDH1KD tx	ATXN2 expr inh
C#C[C@]1(OC(C)=O)CCC2C3CCC4=CC(=O)CC[C@@H]4C3CC[C@@]21C (stereo partly specified)	5	10%	u	-29%	0%	-2%	u	-2%	u
O=P(O)(O)c1cc(-c2ccccc2)oc1-c1ccccc1	-26	3%	i	-15%	22%	-5%	26%	8%	-7%
Cc1cc(C)c(S(=O)(=O)NCC(=O)O)cc1C	0	-7%	i	-8%	6%	-11%	2%	-1%	7%

Assay outcomes: PubChem BioAssay, National Center for Advancing Translational Sciences (NCATS)
